Shiga toxin inh = A qHTS for Small Molecule Inhibitors of Shiga Toxin | Vero cells, Shiga toxin protein synthesis inhibition reporter | inhibition, % at 38.7 µM | 290,000 tested, 9.2% active | AID 2315, 2010; in the data active means inhibition mostly above about 28%, no sharp cut-off; inactive means mostly below about 43%; further: 0% is about no effect
Pf growth 96h = Primary qHTS for delayed death inhibitors of the malarial parasite plastid, 96 hour incubation | P. falciparum luciferase reporter growth, 96 h | Potency, µM (series often up to 28.7 µM), for the others: at the highest dose activity change, negative = inhibition, actives largely listed as inhibitors | 320,000 tested, 6.9% active; further: potency means the concentration at half of the fitted maximal effect; on the % scale 0 is the no-effect control and ±100 the full control effect
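P. falciparum expressing integrated firefly luciferase grown in erythrocytes (2% hematocrit, 0.05% parasitemia final) with compounds for 96 hours at 37 C, 5% CO2. Growth inhibition read as loss of luminescence after adding luciferase detection reagent.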
AMA1 RON2 block = qHTS for Inhibitors of AMA1-RON; Towards Development of Antimalarial Drug Lead: Primary Screen; Plasmodium falciparum AMA1 (3D7) - RON2 peptide interaction; AlphaScreen AMA1-biotinylated RON2 peptide binding; Potency, µM (titrated, usually from 58.2 µM), for inactives: at the highest dose activity change, negative = inhibition, hits mostly inhibitors; 360,000 tested, 0.2% active;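 further: potency means the concentration at half of the fitted maximal effect; 0% = vehicle wells and -100% = peptide control; nearly all actives have a fitted effect of over 45% in size; some results filed as inactive show a strong effect at the top dose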
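AMA1 (3D7) with his tag at 25 nM final met compounds first, then biotinylated RON2 peptide at 25 nM; detection used donor plus acceptor beads, 10 µg/mL apiece, read by AlphaScreen after 30 min at room temperature.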
Tb PYK inh = qHTS of Trypanosoma Brucei Inhibitors | TbPYK enzyme, Kinase-Glo Plus ATP luminescence, 45 min | Potency, µM (series often up to 76.8 µM), for the others: at the top dose activity, negative = inhibition, actives largely listed as inhibitors | 410,000 tested, 0.12% active | AID 624173, 2012; further: potency means the concentration at half of the fitted maximal effect; on the % scale 0 is the no-effect control and ±100 the full control effect; nearly all actives have a fitted effect of over 50% in size
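Luminescent Kinase-Glo Plus end-point after 45 min room-temperature reaction of T. brucei pyruvate kinase started with 130 uM ADP (final). Buffer TEA 50 mM pH 7.2 with KCl, MgCl2, BSA, Tween-20; titration-based qHTS with fitted concentration-effect curves.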
CHX counter = Cycloheximide Counterscreen for Small Molecule Inhibitors of Shiga Toxin; cell reporter, cycloheximide protein synthesis inhibition counterscreen; max response, %; 300,000 tested, 12% active; AID 2314, 2010; in the data active means max response mostly above about 13%, no sharp cut-off; inactive means mostly below about 14%; further: read at 38.3 µM for the half of the compounds with a filed dose; 0% is about no effect
LmPK inhibitor = qHTS Assay for Inhibitors of Leishmania Mexicana Pyruvate Kinase (LmPK); Q27686; purified LmPK, Kinase-Glo ATP luminescence, 1 h; Potency, µM (highest dose often 57.5 µM), for inactives: at the highest dose activity change, negative = inhibition, usual class: inhibitors; 290,000 tested, 0.37% active; AID 1721, 2009; further: potency means the concentration at half of the fitted maximal effect; on the % scale 0 is the no-effect control and ±100 the full control effect
Target sequence (Q27686 whole entry, looked up): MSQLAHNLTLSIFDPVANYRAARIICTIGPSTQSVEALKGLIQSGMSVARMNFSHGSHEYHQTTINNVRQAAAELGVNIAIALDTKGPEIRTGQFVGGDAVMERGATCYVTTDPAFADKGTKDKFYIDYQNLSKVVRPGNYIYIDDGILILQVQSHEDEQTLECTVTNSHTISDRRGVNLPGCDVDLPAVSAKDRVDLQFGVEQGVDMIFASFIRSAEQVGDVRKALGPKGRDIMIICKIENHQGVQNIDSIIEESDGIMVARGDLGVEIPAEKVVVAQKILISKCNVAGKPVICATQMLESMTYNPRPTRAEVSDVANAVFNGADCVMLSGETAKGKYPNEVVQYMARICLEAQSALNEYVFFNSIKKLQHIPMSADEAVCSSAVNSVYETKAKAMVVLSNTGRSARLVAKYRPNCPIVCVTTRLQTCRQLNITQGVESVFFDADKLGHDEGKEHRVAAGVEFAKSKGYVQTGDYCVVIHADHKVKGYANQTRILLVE
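Purified LmPK (0.1 nM) converted ADP (0.1 mM) to ATP with PEP (0.5 mM) in imidazole buffer pH 7.2 with KCl and MgCl2, 1 h at room temperature. ATP was read by Kinase-Glo luminescence; data normalized to uninhibited and no-enzyme controls.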
Pf growth 48h = Primary qHTS for delayed death inhibitors of the malarial parasite plastid, 48 hour incubation. P. falciparum luciferase growth in erythrocytes, 48 h. Potency, µM (doses to about 28.7 µM), without a hit: top-dose activity change, negative = inhibition, most hits filed as inhibitors. 310,000 tested, 5.9% active; further: potency means the concentration at half of the fitted maximal effect; on the % scale 0 is the no-effect control and ±100 the full control effect
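Read-out is firefly luciferase luminescence from an integrated reporter in P. falciparum, so falling signal marks reduced parasite growth. Infected erythrocytes were at 2% hematocrit and 0.1% parasitemia (final) in Albumax-supplemented RPMI 1640.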
* marks the source's active call; other numbers are inactive results; ? = inconclusive; / = no result given; & = joins results of further samples; [ ] = dose if it differs, or a comment. Unless noted, the call rests on the fitted dose curve; in most records, active means well fitted curve in the direction sought with a large enough effect; inconclusive means small, poorly fitted or top-dose-only effect, or another doubt; inactive means no such curve, though single readings can be large; an effect the other way counts as inactive or inconclusive.

Order of results – Shiga toxin inh, Pf growth 96h, AMA1 RON2 block, Tb PYK inh, CHX counter, LmPK inhibitor, Pf growth 48h
Cc1ccc(-c2nc3c(Cl)cc(Cl)cc3c(=O)n2O)cc1
  -4, ?, 94%[activator], 5%, 1, 0%, 30%
COc1ccc(NC(=O)CCCNC(=O)Cn2cnc3sc(C)c(C)c3c2=O)cc1OC
  -1, ?, -3%, -16%, -4, -2%, -9%
O=C(NCc1cccnc1)C1CCCN(Cc2cnn(-c3ccccc3)c2-n2cccc2)C1 (centres undefined)
  -10, 12µM*, -10%, 5%, -1, 1%, /
COc1ccc(CCNC(=O)CN2CCN(c3cccc(Cl)c3)CC2)cc1OC
  -23, ?, -11%, 2%, -3, 12%, /
O=c1[nH]c2ccc(NC(=S)Nc3ccc(Cl)cc3Cl)cc2[nH]1
  -9, /, 6%, -2%, -2, 4%, -1%
COCCCn1c(SCC(=O)NNC(=O)c2cccc(O)c2)nnc1-c1ccncc1
  -19, 39%[activator], 3%, -3%, 1, -5%, 30%
COC(=O)CNC(c1ccccc1)c1cc(Br)ccc1NS(=O)(=O)c1ccc(C)cc1 (centres undefined)
  -9, 42%[activator], 30%[activator], -6%, 1, 0%, 12µM*
CS(=O)(=O)c1nc2c(cc1C#N)CCCC2
  -2, -27%, 4%, -9%, -2, 3%, 23%
COC(=O)C1=C(C)N(CCc2cc(OC)c(OC)c(OC)c2)C(=O)N[C@H]1c1cccs1
  -13, ?, /, /, -5, 2%, -22%
O=C(C[n+]1cccc(C(=O)Nc2ccccc2)c1)c1ccc([N+](=O)[O-])cc1
  -2, -2%, -7%, -4%, 7, -4%, -77%
O=Cc1ccccc1C=O
  /, -20%, /, 5%, /, /, -9%
CCO[C@@H]1OC(C(=O)N2CCCCCCC2)=C[C@H](c2ccc3c(c2)OCO3)[C@H]1CCCO
  5, ?, 0%, 3%, 5, -3%, ?
CSC1=NSC2=NC(=O)/C(=C\c3coc4ccccc4c3=O)C(=N)N12
  -7, -3%, 14%, -8%, -2, 5%, -10%
Nc1nc(COc2ccc(F)cc2Cl)nc(N2CCCCC2)n1
  -9, 18%, -4%, 1%, 8, 13%, 8%
CCOC(=O)c1cc(-c2cccc(C(F)(F)F)c2)nc2nc(SC)[nH]c(=O)c12
  4, ?, 21%, -7%, 0, -2%, 30%
CC(=O)C1=NN(c2ccccc2)C(c2cccs2)N1c1ccccc1 (centres undefined)
  -7, 4.7µM*, /, /, -5, 5%, /
COC(C[C@@H]1O[C@H]1[C@@H](O)[C@@H](C)OCc1ccccc1)OC
  16, 74%[activator], 7%, -4%, -4, -5%, 56%[activator]
CCOc1ccccc1NC(=O)Cn1cnc2c(nnn2-c2cccc(OC)c2)c1=O
  14, ?, -7%, 2%, -2, 0%, 1%
CC(C)N(CCCNC(=O)C1CCN(S(=O)(=O)N2CCOCC2)CC1)Cc1ccccc1
  -13, ?, 0%, -3%, 1, 4%, 34%[activator]
Cc1cc(-c2ccccc2)n(-c2cc(N/N=C/c3ccccc3O)ncn2)n1
  -18, -11%, 56%[activator], -11%, -3, -2%, 13µM*
CCOC(=O)N1C2=NC(C(=O)OC)=C(C(=O)OC)[C@@H]3N(C)c4ccccc4[C@]23C[C@H]1C(=O)OC
  -1, -11%, -14%, 4%, 23*, -7%[11.5 µM], 56%[activator]
O=C(CSc1nnc(-c2ccccn2)o1)Nc1ccccc1
  65*, ?, 86%[activator], 2%, 20, 1%, 87%[activator]
CN(CC(=O)Nc1c(Cl)cccc1Cl)C(=O)c1cccc(S(=O)(=O)NCc2ccccc2)c1
  /, -5%, 4%, 2%, /, /, ?
COC(=O)c1nc2cc(C)ccn2c1F
  22, 219%[activator], 1%, 2%, 8, -2%, ?
COc1ccccc1NC(=O)CN(Cc1ccccc1)S(C)(=O)=O
  -5, 8%, -25%, 1%, -2, 4%, 6%
CC(=O)N1CCc2cc(S(=O)(=O)NCCC(=O)Nc3cccc(C)c3)ccc21
  -2, ?, -9%, 0%, 1, 0%, 2%
Cc1cccn2c(=O)c3cc(C(=O)NCCN4CCOCC4)c(=N)n(CCc4ccccc4)c3nc12
  -4, -8%, 20%, 0%, -2, 2%, 0.47µM*
CN1CCC(NC(=O)c2cc(-c3cccc(Br)c3)nc3ccccc23)CC1
  -8, -11%, -12%, -4%, -3, -8%, 13µM*
Cc1ccc(N2C(=O)[C@@H]3C(c4cccnc4)=NO[C@@H]3C2=O)c(C)c1
  -13, ?, -8%, -3%, 1, 3%, -5%
Cn1nccc1C(=O)NC1CCN(Cc2ccccc2)CC1
  -11, 24%, -3%, 5%, 2, -6%, -12%
CC1OC(NCCc2ccccc2)C(O)C(O)C1O (centres undefined)
  8, ?, 0%, 2%, -4, 0%, 3%
CCOc1cccc(C2C(C(=O)c3cccs3)=C(O)C(=O)N2Cc2cccnc2)c1 (centres undefined)
  4, ?, 12%, 1%, 2, 2%, -16%
CCOC(=O)N1CCN(c2c(NCCc3ccccc3)c(=O)c2=O)CC1
  -5, ?, 4%, 2%, -5, 6%, /
O=C(Cc1ccccc1)N1CCN(CC2CC=CCC2)CC1 (centres undefined)
  -8, 21%, ?, 2%, 12, -1%, 25%
O=c1c2ccccc2cnn1-c1ccc(Br)cc1
  65*, 184%[activator], 6%, 4%, 57*, -6%, 101%[activator]
CCN(CC)c1ncnc2sc(C(=O)N3CCN(c4ccc(OC)cc4)CC3)c(C)c12
  -5, 146%, 26%, -11%, -2, 5%, 0%
CCCCNC(=O)c1onc(CSc2cccc(F)c2)c1C(=O)O
  -7, 54%[activator], -10%, -10%, -2, 4%, 28%
O=C(NC(=S)Nc1ccc2c(c1)OCCO2)c1ccccc1F
  145*, ?, 26%, 5%, 41*, -6%, ?
Cc1nnc(N2C(=O)C(=O)/C(=C(/O)c3ccc4c(c3)OCCO4)C2c2ccc([N+](=O)[O-])cc2)s1 (centres undefined)
  44*, ?, /, /, 8, -12%, -5%
Cc1ccc(-c2ccc(C3C(C#N)=C(N)Oc4n[nH]c(C)c43)o2)cc1 (centres undefined)
  50*, -20%, -8%, -6%, 32*, -7%, ?
COc1ccc(C2N(C(=O)N(C)C)CCN2S(=O)(=O)c2ccc(OC)cc2)cc1 (centres undefined)
  -2, 27%, -2%, 4%, -2, -3%, ?
CCCN(C(=O)Cn1nc(C)c([N+](=O)[O-])c1C)c1c(N)n(Cc2ccccc2)c(=O)[nH]c1=O
  /, -2%, -5%, -1%, /, /, -23%
CCN(CC(=O)Nc1ccc2c(c1)OCCO2)C(=O)/C=C/c1cccc(Br)c1
  /, 69%[activator], 4%, -1%, /, /, 34%[activator]
O=C(CCC(=O)N(CC(=O)NC1CCCCC1)CC1CCCO1)Nc1nccs1 (centres undefined)
  -5, 2%, 9%, -1%, -2, 1%, -4%
COc1ccc(OC)c(/C=N/N=C(\N)c2nonc2N)c1
  59*, -4%, -5%, -1%, 38*, 0%, 40%[activator]
O=C(Nc1ccc2nn(-c3ccccc3)nc2c1)c1ccc2c(c1)OCO2
  -12, 54%[activator], -13%, 4%, -1, 4%, -20%
C=CCOc1ccc(/C=C2\SC(=Nc3cccnc3)NC2=O)cc1
  22, 10µM*, 4%, 0%, 10*, -3%, ?
O=C(O)c1ccc2c(=O)n3cc(C(=O)c4ccccc4O)cc(Cl)c3nc2c1
  -2, ?, -3%, -11%, 34*, 14%, -6%
CC(C)COc1cc(=O)[nH]c(SCC(C)C)n1
  -6, /, -9%, 9%, -4, -2%, 5%
Cc1ccc(C(=O)Oc2coc(CSc3nnc(NC(=O)c4cccs4)s3)cc2=O)cc1C
  -5, 10%, -6%, -8%, 3, 1%, 8%
Cc1ccc(NC(=O)Nc2ccc3c(c2)CCC3)c(C)c1
  1, 41%[activator], -8%, -4%, 6, 2%, 9%
COc1ccccc1C(=O)NC(CCSC)C(=O)NCCCn1nc(C)cc1C (centres undefined)
  /, 6%, -4%, -5%, /, /, -7%
CC1(C)CC2CC(C)(CN2C(=O)COC(=O)Cn2[nH]c(=O)c3ccccc3c2=O)C1 (centres undefined)
  -8, -17%, 10%, -4%, -4, -1%, -6%
CSCCC(N=C1NS(=O)(=O)c2ccccc21)C(=O)NCc1ccccc1F (centres undefined)
  -4, 10%, -14%, -5%, 0, -6%, 2%
CC(=O)c1c(C)[nH]c(C(=O)OCC(=O)NCCCc2ccccc2)c1C
  /, 9.3µM*, -2%, -5%, /, /, ?
N#Cc1nc(Cc2ccccc2)oc1N1CCC(C(N)=O)CC1
  5, /, 1%, 0%, 8, -1%, -13%
CNc1nc(-c2ccc3c(c2)CCN3S(=O)(=O)c2ccccc2)c(C)s1
  1, 12%, 4%, -22%, -2, -3%, ?
CCNc1cc(=O)n(C)c(=O)n1C
  28, /, 13%, -9%, -4, 1%, 9%
COc1cc2nc(Nc3cccc(F)c3)nc(N)c2cc1OC
  24, ?, -9%, 1%&1%, 14, -2%, 0.41µM*
O=C(Nc1nncs1)c1cccnc1Cl
  11, -13%, 11%, 4%, -5, -2%, 18%

The results go on:
Order of results – Shiga toxin inh, Pf growth 96h, AMA1 RON2 block, Tb PYK inh, CHX counter, LmPK inhibitor, Pf growth 48h
O=C(c1cc(Cl)cc(Cl)c1)N1CCC(=O)N(C(COCc2ccccc2)Cc2ccccc2)CC1 (centres undefined)
  -4, ?, -4%, 6%, -1, 3%, ?
COC(=O)c1ccccc1NC(=O)COC(=O)c1ccc(C)c(NC(=O)c2ccco2)c1
  34, 2.3µM*, -4%, 6%, -3, 3%, 2.3µM*
CC1=CS(=O)(=O)CC1SC(=S)N(C)C1CCS(=O)(=O)C1 (centres undefined)
  -6, 70%[activator], 7%, -5%, -3, 11%, 9%
Cc1cc(NC(=O)/C=C/c2ccccc2Cl)n(-c2nc3ccccc3[nH]2)n1
  1, ?, 62%[activator], -2%, 14*, 0%, ?
CC1CCCC(NC(=O)CCNC(=O)c2ccccc2Cl)C1C (centres undefined)
  /, -1%, 5%, 0%, /, /, 0%
COc1ccc2[nH]c(=O)c(-c3noc(-c4ccccc4)n3)cc2c1
  106*, ?, -11%, 1%, 66*, 2%, ?
Cc1cc(C(=O)OCC(=O)NC2CCC(C)CC2)c(C)o1 (centres undefined)
  /, -21%, -10%, -13%, /, /, -4%
Cc1ccc(C(=O)CSc2nnc(COc3cccc(C)c3)o2)cc1
  4, ?, 108%[activator], -3%, -3, 2%, 18%
OC/C=C/c1ccccc1
  /, 2%, /, -1%, /, /, -9%
CCOC(=O)c1[nH]c(CSc2nnc(-c3ccncc3)n2CCOC)c(C(=O)OCC)c1C
  -3, ?, -16%, -3%, 2, -6%, 0%
CC(=O)c1ccc(S(=O)(=O)N2CCN(c3nc(-c4cccnc4)nc4ccccc34)CC2)cc1
  /, ?, -8%, -3%, /, /, 8.3µM*

High-throughput results deposited in PubChem by National Center for Advancing Translational Sciences (NCATS).
